Source: PubChem BioAssay (Broad Institute)
ARNT TACC3 PPI = ARNT/TACC3 interaction disruption | AlphaScreen His-ARNT PAS-B/GST-TACC3 binding, luminescence; TACC3 fragment carries E629A point mutation | AID 623870 | inhibition, % at 9.99 µM | Q9Y6A5 | 390,000 tested, 0.66% active;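 active means mean inhibition of replicates at least 50% and at least half of replicates each reaching 50%; inconclusive means half or more replicates reach 50% but mean below 50%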;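 further: 0% = complete ARNT plus TACC3 wells and 100% = ARNT alone without TACC3; many hits fall short of the cut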
LGR2 inh = Drosophila LGR2 receptor signaling inhibition. 380,000 tested, 0.35% active. HEK293 LGR2, CRE-luciferase, bursicon-stimulated, 4 h. inhibition, % at 9.99 µM;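 active means drop in luminescence signal, shown as inhibition above about 50% in the replicate tests, limit read from the data, passing the limit was not always enough; inconclusive means probably only some replicates passing the limit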;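 further: agonist challenge used bursicon conditioned medium at about half maximal strength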
Cneo AK release = causes C. neoformans cell lysis; lysis activity, % at 15 µM; 360,000 tested, 0.2% active; adenylate kinase release luminescence, 4 h; normalised: neutral wells 0, clomiphene wells 100;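 active means mean lysis activity across replicates of at least 80%, whatever share of replicates individually reach that level; inactive means mean lysis activity below 80%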
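Assay system: C. neoformans cells. Amount: yeast cell density of 5 × 10^6 cells/mL. Technique: AK luminescence. Buffer or medium: YPD. Times: static 4 h at 37 °C with compound, 1 h detection. Dosing: single-point compound dose. Read-out: lysis from increased AK signal.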
INS-1E GSIS act = GLuc luminescence reporter in INS-1E cells, primary screen for activators of glucose-dependent secretion of insulin. INS-1E GLuc reporter insulin secretion, 2-3 h. activation, % at 16.6 µM. 370,000 tested, 0.61% active;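 active means lowest replicate activation of at least 40%, so every replicate reaches that level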;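 further: 0% = median of neutral control wells and 100% = median of IBMX positive control wells; some compounds called inactive have numbers as strong as hits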
PGC1a acetyl inh = lowers PGC1a acetylation signal in U2OS cells; AID 651687; inhibition, % at 15.6 µM; 350,000 tested, 0.17% active; AlphaScreen anti-acetyl-lysine; with virally co-expressed GCN5 acetyltransferase;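 active means every replicate shows inhibition of at least 40%; inconclusive means mean inhibition at least 40% but some replicate below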;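 further: 0% = neutral control wells and 100% = positive control wells; some results beyond the cut were filed as inactive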
PAX8 reporter = PAX8 transcriptional activity inhibition; RMG-I TPO-luciferase reporter, SteadyGlo, 24 h; inhibition, % at 12.6 µM; 360,000 tested, 1.2% active; AID 652154;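 active means mean replicate inhibition at least 60% with every replicate also reaching 60%; inconclusive means only one of the two criteria is met; inactive means mean below 60% and not all replicates reaching 60%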;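 further: luciferase light reporting Pax8 driven TPO promoter activity; plate controls were median of neutral control wells for no effect and mitoxantrone controls for full effect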
Statin myotox sup = suppression of simvastatin myotoxicity. C2C12 myotubes + simvastatin, ATP luminescence, 48 h; scaled: DMSO 0, geranylgeraniol control 100. rescue of ATP level, % at 7.49 µM. 330,000 tested, 0.78% active;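 active means mean ATP rescue above about 67%, or every replicate alone reaching that limit, limit read from the data, passing the limit was not always enough; inconclusive means no clear call, values can overlap the other calls; inactive means mean under the limit and some replicate under it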;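 further: myotubes were challenged with 10 µM simvastatin during compound exposure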
PglD inh = PglD (C. jejuni) enzyme inhibition; inhibition, % at 12.5 µM; purified PglD enzyme, DTNB colorimetric CoA detection; 360,000 tested, 0.098% active; in the data active means inhibition above about 16%, passing the limit was not always enough; inconclusive means no clear call, values can overlap the other calls; further: strong numbers were not always called active
Active calls of the source: *; u = inconclusive; x = not tested or not shown; & = joins results of further samples.

Below each SMILES – ARNT TACC3 PPI, LGR2 inh, INS-1E GSIS act, PAX8 reporter, Statin myotox sup, Cneo AK release, PglD inh, PGC1a acetyl inh
1. C(=NN=C(NN=Cc1cccs1)NN=Cc1cccs1)c1cccs1
  10, -78, -9, -47, 5, 36, -7, -12
2. CO[C@H](CN(C)C(=O)c1ccccc1F)[C@H](C)CN([C@@H](C)CO)S(=O)(=O)c1ccccc1
  -11, 7, 9, x, 1, -8, 4, -9
3. CCc1cccc2c(C=C(C#N)C#N)cn(CC(=O)N3CCCC3)c12
  -2, x, x, x, -3, -1, -3, x
4. CCn1c(C)[n+](CC)c2ccc(C(=O)N(C)c3ccccc3)cc21
  5, -22, -7, 7, x, x, x, 3
5. CCCCNC(=O)CSc1nc(O)cc(=O)n1C1CCCC1
  8, 23, -4, -1, -7, 2, -1, 6
6. O=C(O)c1cccc(N/N=C/c2ccc(-c3ccccc3)cc2)c1
  -20, 14, 4, -17, x, x, x, x
7. COc1cc(OC)c(/C=N/NC(=O)c2ccncc2)c(OC)c1
  -8, 1, -7, 2, -4, 4, -1, -3
8. Cc1ccc(NC(=O)CCS(=O)(=O)c2cc3[nH]c(=O)c(=O)[nH]c3cc2C)cc1
  5, -7, 20, -6, 14, 0, 0, -5
9. C[C@@H]1CN([C@H](C)CO)C(=O)c2cccc(N(C)C)c2O[C@H]1CN(C)Cc1ccncc1
  -5, -2, 5, -12, 8, 0, 1, 9
10. O=C(Nc1cccnc1)c1ccco1
  9, x, x, x, 3, 1, 5, -6
11. CN(C)c1ccc(S(=O)(=O)NCC(=O)OCC(=O)NC(=O)C2CCCCC2)cc1[N+](=O)[O-]
  17, x, x, 4, -14, 0, 0, 0
12. CC(C)NC(=O)Cn1c(SCC(=O)N2c3ccccc3CC2C)nc2ccccc21 (stereo not given)
  -4, 6, -4, x, x, -9, 3, 13
13. Cn1cc([N+](=O)[O-])c(C(=O)n2cccn2)n1
  1, 1, 11, -4, -5, x, x, x
14. O=C(NCc1ccncc1)C1CCCN(S(=O)(=O)c2cc(Cl)ccc2Cl)C1 (stereo not given)
  5, 4, 1, 6, x, x, x, 3
15. COC(CNC(=O)c1cnn2c(C)c(Cc3ccccc3)c(C)nc12)OC
  1, 16, 10, -16, x, x, x, 6
16. Cc1ccccc1N(C(=O)Cn1nnc(-c2cccs2)n1)C(C(=O)NCCC(C)C)c1ccco1 (stereo not given)
  -5, x, x, x, 16, 4, -5, -1
17. Cc1ccccc1NC(=O)CSc1cn[nH]n1
  -9, 1, 12, -1, -1, x, x, -6
18. C=CCn1cccc(C(=O)Nc2ccc(SC)cc2)c1=O
  12, -96, 11, -163, 1, -9, -4, 11
19. CC=Cc1ccc2n(c1=O)C[C@@H]1[C@@H](CO)[C@H](C(=O)NCc3ccncn3)N(C(=O)NC3CCCC3)[C@H]21 (mixture of isomers)
  3, -17, 18, -6, -9, -2, 0, x
20. C[C@@H]1CCCCO[C@@H](CN(C)C(=O)Nc2ccc(C(F)(F)F)cc2)[C@@H](C)CN([C@H](C)CO)C(=O)c2cc(NC(=O)Nc3ccc4c(c3)OCO4)ccc2O1
  x, 2, 2, 7, x, x, x, 18
21. Cc1noc(C)c1S(=O)(=O)N(C)C[C@H]1OCCCC[C@@H](C)Oc2ccc(NC(=O)CCCCCC(=O)Nc3ccccc3N)cc2C(=O)N([C@@H](C)CO)C[C@@H]1C
  -1, -23, -9, 14, x, 97*, 3, -14
22. CC1=Nc2ccc(C)cc2/C1=C/c1c(N)n2c(S(=O)(=O)C(C)C)nsc2nc1=O
  8, 3, -10, 6, 4, x, x, -14
23. COc1ccc2c(c1)-c1c(ssc1=S)C(C)(C)N2
  13, x, x, x, -27, -2, 3, 38
24. CCCN(C)C[C@@H]1OCCCC[C@@H](C)Oc2ccc(NC(=O)Nc3ccccc3)cc2C(=O)N([C@H](C)CO)C[C@@H]1C
  3, 0, 13, 12, 9, 3, -2, 1
25. O=C(Nc1ccccc1)N1CCn2c1nc1ccccc12
  -6, x, x, x, x, 2, 2, -16
26. Cc1cc2cc(CNC(=O)Nc3ccccc3)ccc2[nH]1
  -5, -15, 30, -48, 5, 0, -14, x
27. Cc1ccsc1C(=O)NC1CCCN(Cc2ccc(Cl)cc2)C1 (stereo not given)
  -27, 21, -13, -34, 20, 2, -2, x
28. CC(C)(C)C1=C[C@@H](CO)C[C@@H](CO)C1
  -1, x, x, x, 4, 0, 2, 5
29. Cc1cc(S(=O)(=O)NC2CCCC2)ccc1F
  -6, x, x, x, x, 1, 3, 7
30. COC(=O)c1[nH]c(C)c(/C(O)=C2\C(=O)C(=O)N(CCN(C)C)C2c2ccco2)c1C (stereo not given)
  0, -11, 14, x, x, x, x, 30
31. O=C(C(Cc1ccccc1)n1cccc1)N1CCCCC1 (stereo not given)
  0, -8, x, -1, -12, 3, 1, 2
32. O=C(Cc1ccc(S(=O)(=O)N2CCOCC2)s1)N1CCN(c2cccc(C(F)(F)F)c2)CC1
  -4, x, x, x, 4, 0, -2, x
33. C[C@H]1CN([C@@H](C)CO)C(=O)c2cccc(N(C)C)c2O[C@@H]1CN(C)C(=O)Nc1cccc2ccccc12
  8, 10, -8, 19, -1, 84*, 0, 16
34. O=C(N/C(=C\c1ccco1)C(=O)N1CCOCC1)c1ccco1
  -10, x, x, -9, -8, 1, 2, x
35. CCCCn1c(CCC(=O)O)nc2cc(S(=O)(=O)N(C)C)ccc21
  -14, -3, -1, -14, x, x, x, 10
36. CN(NS(=O)(=O)c1ccc(Br)cc1)c1nc(C(F)(F)F)nc2ccccc12
  x, 8, -4, -4, -104, 1, -3, 8
37. CO[C@@H]1CN(C)C(=O)c2cc(NS(=O)(=O)CC(F)(F)F)ccc2OC[C@H](C)N(C)C[C@H]1C
  -12, -17, 13, -2, 3, -4, 0, x
38. Cc1cc(C(=O)OCC(=O)Nc2cccc(S(=O)(=O)N(C)C)c2)c(C)o1
  -3, -7, -12, 22, -3, x, x, 4
39. O=C1NC[C@H](Cc2ccccc2)N(CC2CCN(CCCC3CCCC3)CC2)C1=O
  -3, -8, 12, 4, 3, 3, 0, 6
40. O=C(NCCS(=O)(=O)N1CCN(c2ccccc2F)CC1)c1ccc(Cl)cc1
  -4, 13, 8, 2, 2, -1, -5, x
41. C[C@H]1CN([C@@H](C)CO)C(=O)c2cc(NC(=O)CCN3CCOCC3)ccc2O[C@@H]1CN(C)Cc1ccccc1
  -19, 4, 14, -20, -20, -3, 0, x
42. Cc1noc(C)c1S(=O)(=O)N(C)C[C@@H]1Oc2ccc(NS(=O)(=O)c3cccs3)cc2CC(=O)N([C@@H](C)CO)C[C@H]1C
  7, -16, -13, -1, -3, 53, 2, -4
43. O=C(c1ccco1)N1CCN(S(=O)(=O)c2ccc(Cl)s2)CC1
  -6, 5, 6, x, 12, 1, 4, 16
44. Cc1cc(C)n(-c2nc3ccccc3c(=O)n2OCC(N)=O)n1
  -8, x, x, -5, -30, 1, 8, -2
45. O=C(Nc1cccc(F)c1)C1CCCCC1
  -12, -4, -4, -9, 10, 9, 7, x
46. C/C(=N\NC(=O)C(=O)Nc1ccc(C)cc1)c1ccncc1
  -5, -9, 20, 32, x, -1, -14, -1
47. COc1ccc2c3c(n(C)c2c1)[C@H](CO)N(C(=O)c1cccc(F)c1)CC31CN(CC2CC2)C1
  x, -4, -10, -7, x, x, x, -11
48. CC(=O)Nc1c(C(=O)O)[nH]c2ccccc12
  -3, x, x, x, 99*, 0, -5, -10
49. CCC(C)(NC(=O)Cc1c[nH]c2ccccc12)C(=O)NC1CCCCC1 (stereo not given)
  -4, 7, -8, 3, 19, 0, 3, -2
50. COC(=O)c1cc2c(=O)c3ccccc3oc2nc1/C=C/N(C)C
  -8, -8, -16, 9, -1, -1, -8, 20
51. CCCn1c2c(c(O)c(C(=O)Nc3nccs3)c1=O)CCCC2
  0, x, x, x, x, 1, -4, -8
52. O=C(Nc1ccc2c(c1)OCCO2)N1CCOCC1
  -4, -34, 9, -71, x, x, x, x
53. CSc1ccc(CN2CCN(CCC(C)C)C(CCO)C2)cc1 (stereo not given)
  -2, 12, -10, 19, 8, -4, 0, -9
54. CC(=O)N1CCN(c2ccccc2NC(=O)COc2ccc(Br)cc2)CC1
  1, x, 9, x, -2, 1, 1, -8
55. O=C(c1ccccc1)N1CCSc2sccc2C1=O
  -4, 98*, 30, 54, 7, 1, 3, x
56. COc1cccc(-c2cnc3c(c2)C(=O)N([C@H](C)CO)C[C@H](C)[C@H](CN(C)Cc2ccccc2)O3)c1
  0&15, 19, -13, 0&0, u, -2&5, -1&5, 4&7
57. O=S(=O)(c1cccnc1)N1CCn2cccc2C1c1ccccc1F (stereo not given)
  11, -11, -7, 3, -12, -3, 2, 0
58. CC(NC(=O)CN1C(=O)NC2(CCCCCC2)C1=O)c1ccccc1 (stereo not given)
  -10, 2, x, -9, -6, -2, 1, 1
59. Cn1c(SCC(=O)N/N=C/c2ccc([N+](=O)[O-])s2)nnc1-c1ccccc1
  0, 8, 10, 33, x, x, x, x

Structures from the list above with a thiophene ring, fused or not:
Below each SMILES – ARNT TACC3 PPI, LGR2 inh, INS-1E GSIS act, PAX8 reporter, Statin myotox sup, Cneo AK release, PglD inh, PGC1a acetyl inh
1. C(=NN=C(NN=Cc1cccs1)NN=Cc1cccs1)c1cccs1
  10, -78, -9, -47, 5, 36, -7, -12
16. Cc1ccccc1N(C(=O)Cn1nnc(-c2cccs2)n1)C(C(=O)NCCC(C)C)c1ccco1 (stereo not given)
  -5, x, x, x, 16, 4, -5, -1
27. Cc1ccsc1C(=O)NC1CCCN(Cc2ccc(Cl)cc2)C1 (stereo not given)
  -27, 21, -13, -34, 20, 2, -2, x
32. O=C(Cc1ccc(S(=O)(=O)N2CCOCC2)s1)N1CCN(c2cccc(C(F)(F)F)c2)CC1
  -4, x, x, x, 4, 0, -2, x
42. Cc1noc(C)c1S(=O)(=O)N(C)C[C@@H]1Oc2ccc(NS(=O)(=O)c3cccs3)cc2CC(=O)N([C@@H](C)CO)C[C@H]1C
  7, -16, -13, -1, -3, 53, 2, -4
43. O=C(c1ccco1)N1CCN(S(=O)(=O)c2ccc(Cl)s2)CC1
  -6, 5, 6, x, 12, 1, 4, 16
55. O=C(c1ccccc1)N1CCSc2sccc2C1=O
  -4, 98*, 30, 54, 7, 1, 3, x
59. Cn1c(SCC(=O)N/N=C/c2ccc([N+](=O)[O-])s2)nnc1-c1ccccc1
  0, 8, 10, 33, x, x, x, x
